TcdB GH inh = TcdB glycohydrolase inhibition | P18177 | TcdB glycohydrolase enzymatic assay, plate reader | inhibition, % at 9.99 µM | hit rate 0.24% among 350,000; in the data active = inhibition above about 10%
Target sequence (P18177 whole entry, looked up): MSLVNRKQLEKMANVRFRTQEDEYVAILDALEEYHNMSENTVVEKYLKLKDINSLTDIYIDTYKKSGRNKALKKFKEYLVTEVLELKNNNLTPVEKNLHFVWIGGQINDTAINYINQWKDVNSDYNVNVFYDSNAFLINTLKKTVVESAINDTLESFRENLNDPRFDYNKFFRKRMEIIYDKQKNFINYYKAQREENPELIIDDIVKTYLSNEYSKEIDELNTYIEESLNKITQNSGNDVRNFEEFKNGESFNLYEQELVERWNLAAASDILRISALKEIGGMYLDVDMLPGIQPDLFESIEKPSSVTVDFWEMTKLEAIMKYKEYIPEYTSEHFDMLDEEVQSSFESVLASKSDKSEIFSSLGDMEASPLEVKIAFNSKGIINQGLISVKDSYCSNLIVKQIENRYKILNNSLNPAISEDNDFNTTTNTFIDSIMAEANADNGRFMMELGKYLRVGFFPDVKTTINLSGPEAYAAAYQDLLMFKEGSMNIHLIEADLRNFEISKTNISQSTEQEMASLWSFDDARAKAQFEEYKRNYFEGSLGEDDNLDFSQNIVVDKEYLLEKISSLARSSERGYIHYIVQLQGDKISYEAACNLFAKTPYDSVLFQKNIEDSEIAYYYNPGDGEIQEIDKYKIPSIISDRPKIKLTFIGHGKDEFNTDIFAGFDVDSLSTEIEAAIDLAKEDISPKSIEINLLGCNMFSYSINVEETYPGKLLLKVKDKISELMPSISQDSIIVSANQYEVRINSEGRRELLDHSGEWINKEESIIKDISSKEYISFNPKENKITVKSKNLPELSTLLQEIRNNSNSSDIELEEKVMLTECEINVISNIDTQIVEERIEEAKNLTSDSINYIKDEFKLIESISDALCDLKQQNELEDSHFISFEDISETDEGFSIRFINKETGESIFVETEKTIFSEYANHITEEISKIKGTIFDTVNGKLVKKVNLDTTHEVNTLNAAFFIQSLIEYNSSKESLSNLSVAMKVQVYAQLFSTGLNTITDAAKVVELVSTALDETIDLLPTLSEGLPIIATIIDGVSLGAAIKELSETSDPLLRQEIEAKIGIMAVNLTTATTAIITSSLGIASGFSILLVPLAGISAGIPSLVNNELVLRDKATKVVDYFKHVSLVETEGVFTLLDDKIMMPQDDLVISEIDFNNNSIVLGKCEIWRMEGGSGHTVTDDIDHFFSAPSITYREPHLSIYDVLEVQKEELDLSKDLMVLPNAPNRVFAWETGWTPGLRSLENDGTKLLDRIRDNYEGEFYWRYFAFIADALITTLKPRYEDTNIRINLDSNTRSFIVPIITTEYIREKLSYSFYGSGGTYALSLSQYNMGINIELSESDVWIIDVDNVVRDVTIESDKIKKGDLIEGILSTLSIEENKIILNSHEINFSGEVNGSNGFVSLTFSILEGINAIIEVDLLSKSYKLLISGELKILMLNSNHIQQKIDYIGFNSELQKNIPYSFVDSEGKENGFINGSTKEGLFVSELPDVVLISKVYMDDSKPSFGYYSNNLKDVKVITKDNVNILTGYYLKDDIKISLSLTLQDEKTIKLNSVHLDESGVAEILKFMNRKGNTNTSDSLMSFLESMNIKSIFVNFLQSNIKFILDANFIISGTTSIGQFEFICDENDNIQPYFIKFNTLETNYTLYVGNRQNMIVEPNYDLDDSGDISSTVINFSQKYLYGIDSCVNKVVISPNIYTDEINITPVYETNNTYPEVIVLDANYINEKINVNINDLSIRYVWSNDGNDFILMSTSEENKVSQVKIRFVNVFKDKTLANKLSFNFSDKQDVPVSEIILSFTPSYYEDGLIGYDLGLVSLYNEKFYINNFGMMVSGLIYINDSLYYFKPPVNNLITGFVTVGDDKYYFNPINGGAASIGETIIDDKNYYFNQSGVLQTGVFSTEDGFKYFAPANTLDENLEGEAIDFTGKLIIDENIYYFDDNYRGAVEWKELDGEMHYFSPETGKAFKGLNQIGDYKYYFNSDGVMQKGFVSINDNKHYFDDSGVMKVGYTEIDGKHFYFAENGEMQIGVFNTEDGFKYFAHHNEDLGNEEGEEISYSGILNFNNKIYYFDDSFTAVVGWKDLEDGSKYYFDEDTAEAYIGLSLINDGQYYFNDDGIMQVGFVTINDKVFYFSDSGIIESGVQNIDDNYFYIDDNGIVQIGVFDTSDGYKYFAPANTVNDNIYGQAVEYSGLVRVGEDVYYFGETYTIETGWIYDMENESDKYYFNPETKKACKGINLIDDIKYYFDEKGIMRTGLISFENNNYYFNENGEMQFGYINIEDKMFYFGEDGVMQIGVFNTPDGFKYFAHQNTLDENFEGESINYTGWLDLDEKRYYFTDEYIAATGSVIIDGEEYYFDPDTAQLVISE
* = called active by the depositor. Some of the compounds tested (hit frequency here may not be typical).

SMILES	TcdB GH inh
C[C@@H]1CCCCO[C@H](CN(C)Cc2ccc3c(c2)OCO3)[C@@H](C)CN([C@H](C)CO)C(=O)c2cc(NC(=O)Nc3ccccc3)ccc2O1	1.5
CO[C@@H]1CN(C)C(=O)c2ccc(NC(=O)c3ccno3)cc2OC[C@H](C)NC[C@@H]1C	-0.1
CO[C@@H]1CN(C)C(=O)c2cc(NC(=O)c3ccccc3F)ccc2OC[C@@H](C)N(C(=O)c2ccccc2F)C[C@@H]1C	0.8
N#C[C@@H]1[C@H](c2ccc(C#CC3CCCCC3)cc2)[C@H](CO)N1S(=O)(=O)c1ccccc1	0.9
CO[C@@H]1CN(C)C(=O)c2cc(NC(=O)C3CCC3)ccc2OC[C@H](C)N(CC2CCCCC2)C[C@H]1C	0.5
COc1ccccc1NC(=O)N[C@@H]1CC[C@H](CCNS(=O)(=O)c2ccc(Cl)cc2)O[C@@H]1CO	-0.5
COC(=O)[C@H]1[C@@H]2COc3ccccc3[C@H]2N[C@H]1C(=O)OC	-0.4
C[C@H]1CN([C@@H](C)CO)C(=O)c2cc(Br)cnc2O[C@H]1CN(C)S(=O)(=O)c1ccccc1	-2.1
CCCNC(=O)N1CC(=O)N2[C@H](CO)[C@@H](c3ccc(C#Cc4cccc(F)c4)cc3)[C@@H]2C1	0.4
CNC[C@H]1Oc2cc(-c3ccc(C)cc3)ccc2S(=O)(=O)N([C@H](C)CO)C[C@@H]1C	-0.6
C[C@H]1CN([C@@H](C)CO)C(=O)c2cc(C#Cc3ccncc3)cnc2O[C@@H]1CN(C)CC1CCCC1	-0.9
C[C@H](CO)N1C[C@H](C)[C@H](CN(C)S(=O)(=O)c2ccc(F)cc2)Oc2ccc(NC(=O)Cc3ccccc3)cc2C1=O	1.3
C[C@H]1CN([C@@H](C)CO)C(=O)c2cccc(NS(=O)(=O)c3ccc(Cl)cc3)c2O[C@@H]1CN(C)Cc1ccccc1	0.2
CN1[C@H](C(=O)NC2CCC2)[C@@H](CO)[C@@H]2Cn3c(ccc(/C=C/c4ccccc4)c3=O)[C@@H]21	0.2
COc1ccc(S(=O)(=O)Nc2ccc3c(c2)C(=O)N([C@H](C)CO)C[C@H](C)[C@@H](CN(C)S(=O)(=O)c2c(C)noc2C)OCCCC[C@@H](C)O3)cc1	-0.1
CC(C)CC#Cc1ccc([C@@H]2[C@H](CO)N3C(=O)CN(C(=O)c4cccc(F)c4)C[C@@H]23)cc1	1.0
COC(=O)C[C@H]1C[C@H]2c3cc(N(C)C)ccc3O[C@H]2[C@H](CO)O1	-50
COc1cccc(CNC(=O)C[C@@H]2C=C[C@@H](NS(=O)(=O)c3ccccc3OC)[C@H](CO)O2)c1	-0.1
CCCC(=O)N1CCC2(CC1)CN(C(=O)Cc1ccccn1)[C@H](CO)c1[nH]c3cc(OC)ccc3c12	0.2
C[C@@H]1CN([C@H](C)CO)C(=O)Cc2cc(NS(C)(=O)=O)ccc2O[C@@H]1CN(C)CC1CCCCC1	0.3
C[C@@H]1CN([C@@H](C)CO)C(=O)c2cc(NC(=O)CCCN(C)C)ccc2O[C@@H]1CN(C)S(=O)(=O)c1ccc(F)cc1	1.1
CCC(=O)N1C[C@H](C)[C@@H](OC)CN(C)C(=O)c2ccc(NC(=O)c3ccc(F)cc3)cc2OC[C@H]1C	0.0
C[C@H]1CN([C@@H](C)CO)C(=O)Cc2cc(NC(=O)C3CCCCC3)ccc2O[C@@H]1CN(C)S(=O)(=O)c1cn(C)cn1	-0.2
C[C@@H]1CN([C@H](C)CO)C(=O)c2cc(Br)cnc2O[C@H]1CN(C)C(=O)C1CCOCC1	-0.4
C[C@H]1CN([C@@H](C)CO)C(=O)c2cccc(NC(=O)C3CC3)c2O[C@@H]1CN(C)Cc1ccc(Oc2ccccc2)cc1	0.1
CNC[C@H]1Oc2ccc(N)cc2CC(=O)N([C@@H](C)CO)C[C@H]1C	0.9
O=C(c1ccncc1)N1C[C@@H]2[C@H](c3ccccc31)[C@@H](CO)N2C(=O)c1ccccc1F	-1.6
C[C@H]1CN([C@@H](C)CO)C(=O)c2cc(NC(=O)c3ccncc3)ccc2O[C@H]1CN(C)Cc1ccc(Cl)c(Cl)c1	0.5
C[C@@H]1CN([C@@H](C)CO)C(=O)c2cc(NC(=O)Cc3cn(C)c4ccccc34)ccc2O[C@H]1CN(C)Cc1ccccc1	0.2
O=C(N[C@@H]1C=C[C@@H](CC(=O)N2CCc3ccccc3C2)O[C@H]1CO)C1CCOCC1	-0.6
O=C(C[C@@H]1C[C@@H]2c3cc(NC(=O)C4CCC4)ccc3O[C@@H]2[C@H](CO)O1)NCc1ccncc1	-0.3
CCCNC(=O)Nc1ccc2c(c1)OC[C@H](C)N(Cc1ccncc1)C[C@H](C)[C@@H](OC)CN(C)C2=O	-0.7
O=C(C[C@@H]1CC[C@@H](NC(=O)Cc2ccccn2)[C@@H](CO)O1)NCCc1ccncc1	-4.0
C[C@@H]1CCCCO[C@H](CN(C)Cc2ccc3c(c2)OCO3)[C@H](C)CN([C@@H](C)CO)C(=O)c2cc(NC(=O)NC3CCCCC3)ccc2O1	1.6
CO[C@H]1CN(C)C(=O)c2ccc(NC(=O)c3cnccn3)cc2OC[C@@H](C)N(CC2CC2)C[C@@H]1C	-1.5
CNC[C@@H]1Oc2c(NS(=O)(=O)c3cn(C)cn3)cccc2C(=O)N([C@@H](C)CO)C[C@@H]1C	-0.7
C[C@@H]1CN([C@H](C)CO)C(=O)c2cccc(NC(=O)Nc3ccc4c(c3)OCO4)c2O[C@H]1CN(C)S(=O)(=O)c1cccs1	-0.9
Cc1ccc(S(=O)(=O)N(C)C[C@@H]2Oc3ccc(NC(=O)C4CC4)cc3C(=O)N([C@@H](C)CO)C[C@@H]2C)cc1	-1.1
C[C@H]1CN([C@@H](C)CO)C(=O)Cc2cc(NC(=O)c3ccncc3)ccc2O[C@@H]1CN(C)C(=O)NC1CCCCC1	0.2
COc1ccc(-c2ccccc2[C@@H]2[C@@H](C#N)N(C(=O)NC(C)C)[C@H]2CO)cc1	0.7
Cc1noc(C)c1NC(=O)N(C)C[C@@H]1Oc2cc(C#CCC3CCCC3)ccc2S(=O)(=O)N([C@H](C)CO)C[C@H]1C	0.7
C[C@H](CO)N1C[C@H](C)[C@@H](CN(C)Cc2ccncc2)Oc2ccc(NS(=O)(=O)c3ccc(F)cc3)cc2CC1=O	0.1
O=C(C[C@@H]1C=C[C@H](NC(=O)C2CCC2)[C@H](CO)O1)NC1CCCCC1	-3.9
O=C(C[C@H]1CC[C@@H](NC(=O)c2ccncc2)[C@H](CO)O1)Nc1ccccc1	-0.3
CO[C@H]1CN(C)C(=O)c2cc(NC(=O)c3ccc4c(c3)OCO4)ccc2OC[C@H](C)N(CC2CC2)C[C@H]1C	0.3
C[C@@H]1CN([C@@H](C)CO)C(=O)c2cc(NC(=O)NC3CCCCC3)ccc2O[C@@H](C)CCCCO[C@H]1CN(C)CC1CC1	0.6
O=C(Nc1ccc(-c2ccccc2)cc1)[C@H]1[C@H](CO)[C@H]2Cn3c(cccc3=O)[C@H]2N1CC1CCOCC1	1.0
O=C(C[C@H]1C=C[C@H](NC(=O)c2ccccc2)[C@@H](CO)O1)NCc1ccc(Oc2ccccc2)cc1	-1.8
COCC(=O)Nc1ccc2c(c1)OC[C@H](C)N(C)C[C@H](C)[C@H](OC)CN(C)C2=O	0.1
COc1cccc(S(=O)(=O)N2C[C@H](O)COC[C@@H]3O[C@@H](CC(=O)N4CCOCC4)CC[C@H]32)c1	-0.5
COc1ccccc1C#Cc1ccc2c(c1)O[C@@H](CN(C)C(C)=O)[C@@H](C)CN([C@@H](C)CO)S2(=O)=O	0.6
CCCNC(=O)C[C@H]1CC[C@@H]2[C@H](COC[C@H](O)CN2C(=O)CC)O1	-0.5
NCC[C@@H]1CC[C@@H](NC(=O)C2CCC2)[C@@H](CO)O1	0.3
C[C@@H]1CN([C@@H](C)CO)C(=O)c2cccc(N(C)C)c2O[C@@H]1CN(C)S(=O)(=O)c1ccc(Cl)cc1	0.9
C[C@@H]1CCCCO[C@H](CN(C)S(=O)(=O)c2ccc(F)cc2)[C@H](C)CN([C@@H](C)CO)C(=O)c2cc(NS(=O)(=O)c3ccc(Cl)cc3)ccc2O1	0.6
O=C(NCCc1ccccc1)[C@@H]1[C@@H](CO)[C@@H]2Cn3c(cccc3=O)[C@@H]2N1Cc1ccncc1	-0.4
C[C@H]1CCCCO[C@H](CN(C)S(=O)(=O)c2ccccc2)[C@@H](C)CN([C@@H](C)CO)C(=O)c2cc(NC(=O)C3CCCCC3)ccc2O1	-0.4
Cc1noc(C)c1S(=O)(=O)N(C)C[C@@H]1Oc2ccc(NC(=O)NC3CCCCC3)cc2CC(=O)N([C@@H](C)CO)C[C@@H]1C	0.2
C[C@H]1CN([C@@H](C)CO)S(=O)(=O)c2ccc(C3=CCCCC3)cc2O[C@@H]1CN(C)Cc1ccccc1F	-0.4
CC(C)NC(=O)Nc1cccc2c1O[C@@H](CN(C)CC1CCCCC1)[C@H](C)CN([C@@H](C)CO)C2=O	-0.4
Continued:
SMILES	TcdB GH inh
O=C(NCCc1ccncc1)[C@@H]1[C@@H](CO)[C@@H]2Cn3c(ccc(-c4cccc(F)c4)c3=O)[C@H]1N2	-0.1
COC(=O)[C@H]1[C@H](CO)[C@H]2Cn3c(ccc(-c4cccc(OC)c4)c3=O)[C@@H]1N2C(=O)c1ccccc1F	0.2
O=C([C@H]1[C@H](CO)[C@H]2Cn3c(ccc(C4=CCCCC4)c3=O)[C@@H]1N2)N1CCC(Cc2ccccc2)CC1	0.1
COc1ccc(S(=O)(=O)Nc2ccc3c(c2)C(=O)N([C@H](C)CO)C[C@@H](C)[C@@H](CN(C)CC2CCCCC2)O3)cc1	0.0
CO[C@@H]1CN(C)C(=O)c2ccc(NS(=O)(=O)c3cccc(C)c3)cc2OC[C@@H](C)NC[C@H]1C	0.8
O=C(Nc1ccc(F)cc1)N1CC(=O)N2[C@H](CO)[C@H](c3ccc(-c4ccc(F)cc4)cc3)[C@@H]2C1	1.0
C[C@@H]1CN([C@H](C)CO)C(=O)c2cc(NC(=O)Nc3ccccc3)ccc2O[C@@H]1CN(C)Cc1ccc(Oc2ccccc2)cc1	-0.4
COc1cccc(S(=O)(=O)Nc2ccc3c(c2)C(=O)N(C)C[C@@H](OC)[C@@H](C)CN(Cc2ccccc2F)[C@@H](C)CO3)c1	1.1
CO[C@@H]1CN(C)C(=O)c2ccc(NC(C)=O)cc2OC[C@H](C)N(CCC(F)(F)F)C[C@H]1C	0.5
C[C@@H]1CN([C@@H](C)CO)C(=O)c2cc(NC(=O)CCCCCC(=O)Nc3ccccc3N)ccc2O[C@@H]1CN(C)S(=O)(=O)c1ccc(Cl)cc1	-1.1
N#Cc1ccc(-c2ccc([C@@H]3[C@@H](CO)N4C(=O)CN(C(=O)Cc5ccccc5)C[C@@H]34)cc2)cc1	0.7
CCCNC(=O)[C@@H]1[C@@H](CO)[C@@H]2Cn3c(cccc3=O)[C@@H]2N1C(=O)C1CCC1	-1.3
CC(C)NC(=O)N1[C@H](CO)[C@@H]2c3ccccc3N(C(=O)Nc3ccc(F)cc3)C[C@@H]21	-0.8
C[C@H](CO)N1C[C@H](C)[C@@H](CN(C)Cc2ccc(-c3ccccc3)cc2)Oc2ccc(NC(=O)Cc3ccccc3)cc2CC1=O	-0.9
C[C@H]1CN([C@@H](C)CO)C(=O)c2cc(NC(=O)NC3CCCCC3)ccc2O[C@H]1CN(C)S(=O)(=O)c1ccc(Cl)cc1	-0.6
COc1cccc(C#Cc2ccc([C@@H]3[C@@H](CO)N4C(=O)CN(C(=O)c5ccncc5)C[C@H]34)cc2)c1	1.5
O=C(C[C@H]1CC[C@@H]2[C@H](COC[C@@H](O)CN2S(=O)(=O)c2ccccc2)O1)NCCN1CCCC1	-0.4
CC(C)[C@H](C)NC(=O)N(C)C[C@H]1OCc2ccccc2-c2ccccc2C(=O)N([C@@H](C)CO)C[C@@H]1C	0.5
CCC(=O)N1C[C@@H](C)[C@@H](OC)CN(C)C(=O)c2cc(NC(=O)Nc3ccc(Cl)cc3)ccc2OC[C@H]1C	0.3
O=C(C[C@@H]1C[C@@H]2c3cc(NC(=O)Nc4ccccc4)ccc3O[C@@H]2[C@H](CO)O1)NCc1cccc(F)c1	1.1
N#C[C@H]1[C@@H](c2ccccc2/C=C/c2ccccc2)[C@@H](CO)N1C(=O)Nc1ccccc1	0.0
C[C@H]1CCCCO[C@@H](CN(C)S(=O)(=O)c2ccc(Cl)cc2)[C@@H](C)CN([C@@H](C)CO)C(=O)c2cc(NC(=O)NC3CCCCC3)ccc2O1	0.6
Cc1noc(C)c1NC(=O)N[C@@H]1CC[C@H](CC(=O)NCCCN(C)C)O[C@H]1CO	-0.3

By substructure: the entries above with a Cl atom.
SMILES	TcdB GH inh
COc1ccccc1NC(=O)N[C@@H]1CC[C@H](CCNS(=O)(=O)c2ccc(Cl)cc2)O[C@@H]1CO	-0.5
C[C@H]1CN([C@@H](C)CO)C(=O)c2cccc(NS(=O)(=O)c3ccc(Cl)cc3)c2O[C@@H]1CN(C)Cc1ccccc1	0.2
C[C@H]1CN([C@@H](C)CO)C(=O)c2cc(NC(=O)c3ccncc3)ccc2O[C@H]1CN(C)Cc1ccc(Cl)c(Cl)c1	0.5
C[C@@H]1CN([C@@H](C)CO)C(=O)c2cccc(N(C)C)c2O[C@@H]1CN(C)S(=O)(=O)c1ccc(Cl)cc1	0.9
C[C@@H]1CCCCO[C@H](CN(C)S(=O)(=O)c2ccc(F)cc2)[C@H](C)CN([C@@H](C)CO)C(=O)c2cc(NS(=O)(=O)c3ccc(Cl)cc3)ccc2O1	0.6
C[C@@H]1CN([C@@H](C)CO)C(=O)c2cc(NC(=O)CCCCCC(=O)Nc3ccccc3N)ccc2O[C@@H]1CN(C)S(=O)(=O)c1ccc(Cl)cc1	-1.1
C[C@H]1CN([C@@H](C)CO)C(=O)c2cc(NC(=O)NC3CCCCC3)ccc2O[C@H]1CN(C)S(=O)(=O)c1ccc(Cl)cc1	-0.6
CCC(=O)N1C[C@@H](C)[C@@H](OC)CN(C)C(=O)c2cc(NC(=O)Nc3ccc(Cl)cc3)ccc2OC[C@H]1C	0.3
C[C@H]1CCCCO[C@@H](CN(C)S(=O)(=O)c2ccc(Cl)cc2)[C@@H](C)CN([C@@H](C)CO)C(=O)c2cc(NC(=O)NC3CCCCC3)ccc2O1	0.6

Compound activity (PubChem BioAssay)
